HTR1E agonist – agonists of human 5-HT1E serotonin receptor | P28566 | CHO 5-HT1E Ga15 NFAT-bla reporter, FRET; 0% DMSO wells, 100% control agonist wells | activation, % at 6 µM | 65,000 compounds, 0.69% hits | AID 574;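 active = activation above a set limit, the screen-wide mean activation plus 3 SD, cut at about 8.5% in these data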;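 also: 100% = positive control agonist at 1 µM giving full maximal response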
MMP-13 inhibitor – MMP13 (human) collagenase inhibition | P45452 | MMP-13 fTHP FRET cleavage, Mca fluorescence | inhibition, % at 4 µM | 65,000 compounds, 0.07% hits;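 active = inhibition above the mean of compound-free control plate wells plus 3 SD, cut at about 14% in these data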;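 also: 0% = DMSO wells and 100% = wells with reference MMP-13 inhibitor after basal subtraction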
5HT1E antag – blocks the human 5-HT1E serotonin receptor; P28566; CHO 5-HT1E Ga15 NFAT-bla reporter, FRET, antagonist; inhibition, % at 6 µM; 65,000 compounds, 0.99% hits;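 active = inhibition above a set limit, the mean inhibition across every tested compound plus 3 SD, cut at about 29% in these data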;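 also: signal is the 460 over 535 nm emission ratio of beta-lactamase substrate; 0% = agonist plus DMSO wells and 100% = wells without agonist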
S1P3 agonist – S1P3 (human) receptor agonism. Q99500. S1P3 NFAT-BLA reporter cells, FRET ratio; relative to 1 µM S1P, basal subtracted. activation, % at 4.5 µM. 60,000 compounds, 0.1% hits. AID 373;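 active = activation above the screen-wide mean plus 3 SD, cut at about 4.5% in these data, passing the limit was not always enough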; also: some compounds called inactive have numbers as strong as hits
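Material: Human S1P3 NFAT-BLA reporter CHO cells | Incubation: Overnight plating, 4 h compound 37 °C, 2 h substrate RT | Signal: FRET β-lactamase substrate fluorescence, excitation 405 nm, 460/535 nm emission ratio, background-subtracted | Compound: 4.5 µM final, single dose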
Abs 340nm – absorbance at 340 nm | compound absorbance at 340 nm, fold over control | fold change at 10 µM | 65,000 tested, under 10 active;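 active = at 10 µM dose, initial 340 nm absorbance at least 2 fold that of control wells; inactive = change under 2 fold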;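 also: initial absorbance extrapolated from kinetic A340 decline of NADH oxidation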
Fluor 339 460 – intrinsic fluorescence of library compounds, ex339/em460 – biochemical, MLSMR library, data from DPM-DC assay, artefact control, profiling panel. 65,000 compounds, 5.5% hits. fluorescence fold increase at 10 µM. compound autofluorescence, ex339/em460 nm, NADH buffer; hits give high values; 1 = no-compound wells, NADH background;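 active = at 10 µM, mean starting fluorescence two-fold or more over control wells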;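 also: signal is the first read of a kinetic run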
5-HT1A blocker – antagonists of human 5-HT1a serotonin receptor. P08908. CHO 5-HT1a Ga15 NFAT-bla reporter, antagonist mode. inhibition, % at 10 µM. 62,000 compounds, 0.68% hits;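 active = inhibition above the mean of all tested compounds plus 3 SD, cut at about 43% in these data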;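 also: receptor stimulated by 5-CT agonist at 100 nM near EC80; beta-lactamase reporter measured by ratiometric fluorescence of a cleavable substrate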
Target sequence (P08908 whole entry, looked up): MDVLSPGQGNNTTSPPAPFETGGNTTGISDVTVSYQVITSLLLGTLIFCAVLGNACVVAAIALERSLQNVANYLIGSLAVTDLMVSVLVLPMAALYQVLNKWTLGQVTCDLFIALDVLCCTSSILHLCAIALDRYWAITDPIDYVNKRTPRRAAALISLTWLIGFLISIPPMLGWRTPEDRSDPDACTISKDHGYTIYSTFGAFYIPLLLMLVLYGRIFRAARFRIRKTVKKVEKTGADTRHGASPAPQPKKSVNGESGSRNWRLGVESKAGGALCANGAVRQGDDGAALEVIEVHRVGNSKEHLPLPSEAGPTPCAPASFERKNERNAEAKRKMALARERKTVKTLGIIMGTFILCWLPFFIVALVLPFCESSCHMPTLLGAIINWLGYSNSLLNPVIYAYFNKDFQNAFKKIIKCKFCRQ
Her2 expr inh – Her2 kinase expression inhibition; P04626; SKBR-3 HER2 protein level, AlphaScreen, 18-24 h; hits give low values; HER2 level % of control, % at 10 µM; 65,000 compounds, 0.69% hits; AID 645;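 active = HER2 level under 5% of the carrier-only control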;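 also: 100% = DMSO carrier and 0% = 500 nM PU-H71 HSP90 inhibitor; lower value means stronger loss of Her2 protein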
S1P1 ag pot – agonists and agonism potentiators of human S1P1 receptor; P21453; activation, % at 9.5 µM; S1P1 CRE-bla cells, forskolin, beta-lactamase FRET, potentiator mode; S1P1 agonist co-added at EC20, 2 nM; 100% = saturating reference agonist, 0% = basal; 56,000 compounds, 0.57% hits;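 active = activation above a cutoff set at the mean activation of all tested compounds plus 3 SD, cut at about 54% in these data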;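 also: forskolin at 4 µM as EC80 and the EC20 agonist is SEW2871; 100% = SEW2871 at its EC100 plus forskolin at EC80; some compounds past the cut are filed as inactive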
Target sequence (P21453 whole entry, looked up): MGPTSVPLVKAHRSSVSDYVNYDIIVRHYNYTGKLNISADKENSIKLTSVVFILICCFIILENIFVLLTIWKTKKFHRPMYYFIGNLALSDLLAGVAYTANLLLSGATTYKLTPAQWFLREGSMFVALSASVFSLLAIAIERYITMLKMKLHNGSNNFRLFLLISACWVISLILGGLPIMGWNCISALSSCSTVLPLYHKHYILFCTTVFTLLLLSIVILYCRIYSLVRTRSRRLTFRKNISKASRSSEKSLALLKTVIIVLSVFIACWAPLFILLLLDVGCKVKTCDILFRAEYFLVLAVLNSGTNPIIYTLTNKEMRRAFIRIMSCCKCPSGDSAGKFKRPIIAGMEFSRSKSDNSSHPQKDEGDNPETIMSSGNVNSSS
Numbers without * were called inactive; i = inactive; · = not tested or not shown; [ ] = remark or other dose.

SMILES | HTR1E agonist | MMP-13 inhibitor | 5HT1E antag | S1P3 agonist | Abs 340nm | Fluor 339 460 | 5-HT1A blocker | Her2 expr inh | S1P1 ag pot
CCOC(=O)N1CCN(S(=O)(=O)c2cc(Br)cnc2N)CC1 | -0.1 | -2.0 | -0.7 | 0.0 | 1.04 | 1.53 | 4.4 | 70.9 | -23.4
CCn1c(=N)n(CC(=O)C23CC4CC(CC(C4)C2)C3)c2ccccc21 | -0.2 | -1.8 | 9.8 | -0.3 | 0.98 | 0.97 | 6.4 | 86.3 | -27.8
Cc1ccc(CCNC(=O)C2CCCN(c3nc4ccccc4o3)C2)cc1 (configuration not stated) | 1.0 | 1.7 | -1.6 | 0.3 | 0.96 | 1.05 | 1.5 | 117.3 | 17.6
O=C(NCc1cccs1)c1nc2c(nnn2Cc2ccc(F)cc2)c(=O)[nH]1 | -1.3 | -4.2 | 8.8 | -0.5 | 1 | 1.07 | -2.8 | 76.0 | 29.0
CCOC(=O)C1CCN(C(=O)C2CC(=O)N(c3ccc(C)cc3)C2)CC1 (configuration not stated) | -0.2 | -0.4 | -5.8 | 0.1 | 1.04 | 1.09 | -6.9 | 73.0 | -16.8
Cc1c(C(N)=O)sc2nc(-c3ccccc3)cn12 | 1.4 | 0.3 | 1.3 | -0.4 | 1.01 | 1.06 | -9.8 | 94.1 | 0.6
Cc1noc(C)c1COc1cccc(C(=O)OCC(=O)N2CC(=O)Nc3ccccc32)c1 | -0.6 | -1.3 | 38.2* | -1.4 | 0.99 | 1.01 | 32.3 | 94.4 | 3.6
COc1ccc(-c2nnc(SCCOc3cccc(C)c3)n2N)cc1 | 0.5 | 1.5 | 2.2 | -1.2 | 1.01 | 1.06 | 16.6 | 64.3 | 12.0
CCN(CC)C(=O)CN1CCN(c2ncccn2)CC1 | 0.0 | -0.3 | 3.5 | 0.0 | 1.05 | 1.03 | -17.7 | 84.7 | 8.2
O=C(NCC1CCCO1)c1nnc(Cc2ccc(F)cc2)o1 (configuration not stated) | 0.1 | -2.2 | 4.2 | -1.2 | 1.03 | 1.11 | 2.5 | 103.6 | 8.5
CCOc1ccc(-c2nnn(CC(=O)c3ccc4c(c3)OCCO4)n2)cc1 | -1.1 | -0.4 | -9.5 | -1.1 | 1.04 | 1.14 | 8.8 | 98.5 | 3.4
COc1ccc(N2CCN(C(=O)CCNS(=O)(=O)c3ccc4c(c3)CCC(=O)N4)CC2)cc1 | -0.8 | -3.0 | -7.4 | -0.7 | 1.03 | 2.07* | 4.7 | 105.1 | 3.2
O=c1c2ccccc2c(C=NCCCN2CCOCC2)c(O)n1Cc1ccccc1 | 0.4 | -6.2 | 11.5 | -0.1 | 1.14 | 1.06 | 9.1 | 140.9 | 5.5
O=C(c1cccc(F)c1)N1CCN(CC2CC3C=CC2C3)CC1 (configuration not stated) | -0.6 | -3.3 | 3.1 | 0.3 | 1 | 1.09 | -14.8 | 93.5 | -7.3
Cc1ccc(C(=O)N2CCN(c3ccc(Cl)cc3)CC2)cc1 | 0.1 | 4.4 | -1.5 | -0.7 | 1.03 | 1.14 | -0.4 | 134.7 | ·
CC(=O)c1cc(-c2ccccc2)[nH]c1N1CCCC1 | 0.1 | -4.3 | 4.3 | 0.4 | 1.08 | 1.05 | 11.8 | 92.0 | -2.2
COCCNC(=O)CSc1nc2nc(C)cc(C)n2n1 | -0.8 | 2.9 | 3.7 | · | 0.99 | 0.98 | -13.0 | 103.5 | ·
Cc1c(C(=O)OC2CCCC2)[nH]c2c1C(=O)CC(c1ccco1)C2 (configuration not stated) | -0.9 | -4.3 | 84.8* | -1.1 | 1.05 | 1.06 | 61.8* | 49.4 | 33.6
O=C(Nc1nnc(Cc2ccccc2)s1)c1cccs1 | -0.5 | -2.9 | 10.4 | -0.7 | 1.07 | 1.01 | 2.7 | 130.2 | -13.1
CCc1c(C)c2ccc(O)c(CN(C)C)c2oc1=O | 1.3 | i[fluorescence artefact?] | 2.6 | -0.1 | 1.17 | 2.32* | -0.7 | 111.0 | -14.1
CCOc1ccc(Nc2nc(Cc3nnc(SCC(=O)NCc4ccco4)n3CC)cs2)cc1 | 1.0 | 0.2 | -0.9 | -0.2 | 0.99 | 1.09 | -19.5 | 93.7 | -79.5
COc1cccc(N2C(=O)C3CCCN3C2c2ccc(F)cc2)c1 (configuration not stated) | -0.2 | -1.4 | -2.3 | -0.3 | 1.03 | 1.16 | 6.7 | 79.8 | -3.9
O=C(C1=C(O)C(=O)N(Cc2ccccc2)C1c1cccnc1)c1ccco1 (configuration not stated) | -1.0 | 4.1 | 5.0 | · | 1.15 | 1.15 | -6.3 | 78.6 | ·
O=c1ccn(Cc2ccccc2)c(=O)n1Cc1ccccc1 | 0.0 | 1.6 | -12.2 | -0.1 | 1.06 | 1.09 | -1.4 | 102.8 | ·
C=CCCCOc1ccc(C(=O)O)cc1 | -0.9 | 5.5 | 1.9 | -0.2 | 1.01 | 1.1 | -5.7 | · | -19.0

(listing goes on)
SMILES | HTR1E agonist | MMP-13 inhibitor | 5HT1E antag | S1P3 agonist | Abs 340nm | Fluor 339 460 | 5-HT1A blocker | Her2 expr inh | S1P1 ag pot
O=C1C2C3C=CC(C3=C3CCCCC3)C2C(=O)N1Cc1ccccc1 (configuration not stated) | -0.3 | 0.1 | -2.1 | 0.5 | 1.03 | 1.07 | -22.3 | 106.7 | -6.4
O=C(CSc1nc2ccccc2s1)N1CCOCC1 | 0.3 | 4.4 | 2.3 | -1.5 | 0.98 | 1.03 | -10.3 | 109.9 | -6.6
CCOC(=O)C1CCCN(Cc2cccc(Cl)c2)C1 (configuration not stated) | -0.3 | 5.2 | 2.4 | -0.9 | 1.09 | 1.08 | 9.4 | 121.3 | 2.3
CCOc1ccccc1NC(=O)CSc1nnc(-c2cnccn2)n1C | 0.8 | 1.4 | 3.0 | · | 1.06 | 1.14 | -423.3 | 48.2 | ·
CCOc1ccccc1NC(=O)Cn1cnc2c(cnn2-c2ccc(C)c(C)c2)c1=O | -0.8 | -0.2 | 11.3 | -1.2 | 0.96 | 1.61 | -3.1 | 89.6 | -13.6
CC(=O)N(CCCN(C)C)CCC(C)CCC=C(C)C (configuration not stated) | 1.1 | -2.7 | 1.8 | -0.4 | 1.03 | 1.01 | 0.7 | 107.7 | ·
COc1cccc(=O)c2c(C)n(C)c(C)c12 | -0.1 | 5.5 | -9.1 | -0.9 | 1.07 | 1.11 | -0.7 | 101.9 | ·
CCn1c(SCC(=O)Nc2ccc(C(C)=O)cc2)nc2ccccc21 | 0.8 | 5.1 | 8.0 | 0.0 | 0.98 | 1.01 | -2.2 | 123.5 | 17.1
CCc1ccccc1-n1cnc2cc(C(=O)O)ccc21 | 0.5 | -3.3 | 7.1 | -0.7 | 0.99 | 1.15 | -1.0 | 126.0 | -30.4
O=C(c1cccc(F)c1)N1CCCC(C(=O)N2CCCC2)C1 (configuration not stated) | 0.0 | 0.1 | 5.0 | -1.3 | 1.01 | 1.16 | 3.5 | 94.2 | 5.3
NC12CC3CC(C1)CC(CO)(C3)O2 | -0.1 | -1.3 | 0.5 | 0.8 | 1 | 1.13 | -9.0 | 99.8 | 8.3
CC1Oc2ccccc2N(Cc2cccnc2)C1=O (configuration not stated) | -0.3 | -1.3 | 8.6 | -0.8 | 0.99 | 1.14 | 7.5 | 93.3 | 13.3
O=C(c1cccn2c(=O)c3cc(Cl)ccc3nc12)N1CCN(Cc2ccc3c(c2)OCO3)CC1 | 1.5 | -20.5 | 5.1 | · | 1.09 | 4.88* | -4.1 | 87.6 | ·
COc1cc(OC)cc(C(C)=O)c1 | -0.4 | 3.0 | 4.2 | -1.1 | 1.09 | 1.1 | 7.2 | 138.2 | -21.9
CCOC(=O)c1c(NC(=O)CN2CCN(c3ccccn3)CC2)sc2c1CCCC2 | 0.3 | 5.8 | 5.9 | · | 1.03 | 1.14 | 4.1 | 84.1 | ·
CCCc1nc(SCC(=O)NCc2ccc3c(c2)OCO3)c2c(=O)n(C)c(=O)n(C)c2n1 | 1.3 | -17.9 | -2.7 | 0.5 | 1.01 | 1.06 | -9.5 | 62.6 | -3.9
C1=C(CCNC2=NCCCCC2)CCCC1 | -1.2 | -4.8 | -1.6 | -1.1 | 1.02 | 1.04 | 12.8 | 93.8 | -14.1
CCCCC(CC)CNC(=O)c1cccs1 (configuration not stated) | -0.5 | 2.2 | 5.1 | -0.7 | 1.05 | 1.06 | 12.0 | 98.9 | ·
COc1nc(Oc2ccc(=O)[nH]n2)nc(N2CCOCC2)n1 | 0.3 | 3.0 | -0.1 | -0.6 | 1.06 | 1.12 | -8.4 | 106.4 | ·
Cc1nc2sc3c(c2c(=O)n1/N=C/c1ccco1)CCCC3 | 0.3 | -2.9 | -2.7 | 0.3 | 1.05 | 1.04 | -8.3 | 93.9 | -3.9
C=CCOC(=O)CC(NC(=O)c1ccccc1)c1ccccc1 (configuration not stated) | -1.1 | 2.4 | 0.1 | -1.6 | 1.01 | 1.03 | 10.2 | 72.5 | 6.8
Cc1ccc(S(=O)(=O)Nc2nc3ccc(S(=O)(=O)N4CCCC4)cc3s2)cc1 | 5.4 | 0.4 | -0.3 | -1.0 | 1 | 1.22 | 15.3 | 181.0 | ·
COC(=O)CSc1nnc(-c2cccc(NC(=O)c3ccc(C)cc3)c2)n1C | 1.3 | -3.9 | 1.1 | -0.1 | 1.05 | 1.04 | -5.5 | 92.6 | -3.9
CCCn1nnnc1SCC(=O)NCc1ccccc1 | 0.6 | 0.9 | -1.4 | 0.7 | 1.01 | 1.15 | -11.9 | 100.2 | 11.1
CCOC(=O)c1cnc(-n2nc(C)cc2C)nc1Nc1cccc(C(C)=O)c1 | -0.7 | -9.3 | -0.9 | -1.0 | 0.99 | 1.07 | 12.1 | 85.9 | -13.8

Next part
SMILES | HTR1E agonist | MMP-13 inhibitor | 5HT1E antag | S1P3 agonist | Abs 340nm | Fluor 339 460 | 5-HT1A blocker | Her2 expr inh | S1P1 ag pot
Cc1cccc(C(=O)N(C)c2nnc(-c3ccncc3)s2)c1 | 0.4 | -1.7 | -0.2 | 0.0 | 1.02 | 1.06 | -7.4 | 108.9 | 5.9
Clc1ccc(NC2=NCCCCC2)cc1 | -0.5 | -4.6 | 4.9 | -1.1 | 1.03 | 1.1 | 3.6 | 79.6 | 1.7
CCOC(=O)c1c(C)c(C(=O)NCCN2CCOCC2)c(C)n1C | -0.5 | 1.4 | 5.5 | -1.8 | 0.99 | 1.02 | 10.2 | 152.5 | -20.9
Cc1cccc2cc(CN(Cc3ccccc3)C(=O)N(C)C)c(=O)[nH]c12 | -0.6 | -3.0 | -4.9 | 1.3 | 1.05 | 1.35 | -3.5 | 90.7 | 12.6
CCOc1cc(/C=N/n2cnnc2)cc(Br)c1O | 0.9 | -2.4 | -14.4 | 0.9 | 1.09 | 1.25 | 0.5 | 104.2 | -1.7
Cc1ccc(N(C(=O)Nc2ccccc2)C2=NCC(C)S2)cc1 (configuration not stated) | 0.1 | -1.3 | -7.0 | -1.3 | 1.04 | 1.18 | -0.6 | 165.2 | -13.3

Source: PubChem BioAssay (several laboratories)
